Nox1 inhibitor – inhibitors of human NADPH oxidase 1 (Nox1); HT29 cells, luminol chemiluminescence ROS; inhibition, % at 6.7 µM; 0.81% of 16,000 active
Target sequence (Q9Y5S8 whole entry, looked up): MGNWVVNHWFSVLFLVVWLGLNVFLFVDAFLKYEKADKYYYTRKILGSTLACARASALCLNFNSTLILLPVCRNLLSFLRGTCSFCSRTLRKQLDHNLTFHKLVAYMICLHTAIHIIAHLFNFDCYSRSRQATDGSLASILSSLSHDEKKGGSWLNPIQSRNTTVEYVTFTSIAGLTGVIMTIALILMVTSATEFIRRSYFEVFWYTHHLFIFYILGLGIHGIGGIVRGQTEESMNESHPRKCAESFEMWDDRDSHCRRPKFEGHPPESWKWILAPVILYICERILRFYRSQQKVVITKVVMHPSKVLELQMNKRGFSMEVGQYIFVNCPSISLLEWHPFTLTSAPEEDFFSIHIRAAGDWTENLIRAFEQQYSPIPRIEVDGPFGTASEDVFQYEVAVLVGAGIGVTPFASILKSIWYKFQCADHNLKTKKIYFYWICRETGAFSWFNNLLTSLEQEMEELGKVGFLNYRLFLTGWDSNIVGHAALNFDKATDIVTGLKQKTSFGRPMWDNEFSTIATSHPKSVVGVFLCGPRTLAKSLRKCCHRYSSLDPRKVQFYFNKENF
OPRK1 antag MB – antagonists of human kappa opioid receptor OPRK1, Maybridge library; OPRK1 cells, antagonist mode, fluorescence readout; inhibition, % at 9 µM; 0.4% of 16,000 active; P41145; in the data active = inhibition above about 50%
PME-1 Maybr inh – PME-1 (human) inhibition, Maybridge primary screen | Q9Y570 | recombinant PME-1, FP-Rh probe fluorescence polarization | inhibition, % at 9 µM | 0.5% of 16,000 active; in the data active = inhibition above about 30%
NOTCH ag – agonists of NOTCH signaling. activation, % at 2.5 µM. NOTCH signaling luciferase reporter cells, luminescence. 0.4% of 15,000 active; in the data active = activation above about 2.2%
TLR4-MyD88 inh – blocks binding of human TLR4 to MyD88. O00206. Cell-based TLR4-MyD88 binding inhibition assay. inhibition, % at 10 µM. 0.06% of 16,000 active. AID 811; in the data active = inhibition above about 45%
S1P1 agonist – activates the human S1P1 receptor; P21453; S1P1 agonist cell-based reporter assay; activation, % at 4.5 µM; 1.5% of 16,000 active; in the data active = activation above about 80%
Target sequence (P21453 whole entry, looked up): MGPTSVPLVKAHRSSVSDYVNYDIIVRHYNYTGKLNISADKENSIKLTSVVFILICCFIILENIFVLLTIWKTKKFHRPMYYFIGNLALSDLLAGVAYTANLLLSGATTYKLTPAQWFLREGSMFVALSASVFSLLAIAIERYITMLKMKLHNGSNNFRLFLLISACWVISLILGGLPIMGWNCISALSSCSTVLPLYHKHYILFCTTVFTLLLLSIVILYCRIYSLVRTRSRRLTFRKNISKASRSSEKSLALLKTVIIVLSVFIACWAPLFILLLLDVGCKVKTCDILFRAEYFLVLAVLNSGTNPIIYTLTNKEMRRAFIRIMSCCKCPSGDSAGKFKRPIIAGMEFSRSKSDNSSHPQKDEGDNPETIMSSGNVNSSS
rat GALR2 ag – GALR2 (rat) receptor agonism. cell-based GALR2 agonist screen. 0.5% of 16,000 active. O08726. activation, % at 10 µM; in the data active = activation above about 15%
luminol inh ctr – luminol signal inhibition, Nox1 inhibitor counter-screen. HRP/luminol/H2O2 chemiluminescence counterscreen. inhibition, % at 6.7 µM. 0.4% of 16,000 active. AID 1823; also: reference of the scale not given here
* marks the source's active call; other numbers are inactive results; · = not tested or not shown. Rule as the data show it, unless noted: active = inhibition above about 75%; inactive = the rest.

mol,Nox1 inhibitor,OPRK1 antag MB,PME-1 Maybr inh,NOTCH ag,TLR4-MyD88 inh,S1P1 agonist,rat GALR2 ag,luminol inh ctr
O=C1c2ccccc2/C(=N/O)C1[N+](=O)[O-] (stereo unspecified),-36,-4,-2,-0.5,5,1,-8,0
COC(=O)c1sccc1-n1cc(C#N)c(=O)n(Cc2ccccc2)c1=O,-26,-5,0,-0.3,7,-7,-4,2
COC(=O)c1sccc1Oc1ccc(C(F)(F)F)cc1NC(=O)Nc1cc(C)cc(C)c1,-22,-17,-70,-0.3,-3,12,-12,0
NNC(=O)c1cc2cc(F)ccc2[nH]1,-31,15,0,0.1,0,0,-1,3
CN(/N=C/c1ccc(Cl)cc1)c1cnn(C)c(=O)c1Cl,-11,-32,-3,0.8,-2,-9,-10,2
COc1ccc2[nH]c(C(=O)NCCCn3ccnc3)cc2c1,-9,-8,4,-0.6,-2,-18,-4,4
CC(C)(C)NC(=S)NC1CC1,-6,2,1,0.0,2,-16,-6,-3
CNS(=O)(=O)c1ccc([N+](=O)[O-])cc1,-70,-6,-4,-0.4,7,2,-4,3
Cc1cc(C)nc(NS(=O)(=O)c2ccc(NS(=O)(=O)c3c(C)noc3C)cc2)n1,-56,2,-1,-0.3,10,37,-6,3
CSc1nc(N/C=C(\C#N)S(=O)(=O)c2ccccc2Cl)nc(C2CC2)n1,-68,-13,1,-0.4,-9,-18,-4,5
CCOC(=O)Cn1c(=O)c(C(=O)NC(=O)OCC)cn(Cc2cccs2)c1=O,-39,-11,-4,-0.2,0,-13,-2,3
COC(=O)c1c(C(=O)OC)c2n(c1C)CSC2,-39,-3,7,0.6,-6,0,-8,-2
Cc1cc(O)c(-c2ccn[nH]2)c(=O)o1,-24,6,3,-0.9,-10,-14,-6,-7
Clc1ccc2sc(Oc3cccc(N4CCOCC4)c3)nc2c1,-31,-26,1,-0.5,9,2,-9,2
COc1ccc(C(=O)NC(Nc2ccccn2)(C(F)(F)F)C(F)(F)F)cc1,6,12,6,0.1,-10,-9,-6,-9
O=C(O)c1nccnc1C(=O)N1CCN(C(c2ccccc2)c2ccccc2)CC1,-46,7,1,-1.1,-2,-23,-3,1
O=C(c1ccc(Cl)cc1)c1cnc(-c2ccccc2)s1,-35,-8,-3,-0.2,0,-8,0,1
Cc1nc(-c2cccs2)sc1NC(=O)O/N=C(\N)c1ccc(Cl)cc1,-76,0,-4,-0.6,-7,-60,-2,3
CC(=O)CCC1C(C#N)C(C(C)C)CCC1(C)OC(C)=O (stereo unspecified),12,9,5,-0.1,-4,-2,-6,-6
Cc1onc(-c2c(F)cccc2Cl)c1NC(=O)Oc1ccc(CC#N)cc1,12,4,7,-5.5,-3,-2,-5,-40
Nc1nonc1/C(=N/O)N1CCOCC1,17,-7,1,0.1,0,8,-7,0
C=CCn1c(=S)sc2c(=O)[nH]c(C)nc21,-15,-1,1,-0.1,11,16,-4,-3
O=C(O)c1nccnc1C(=O)NNc1c(Cl)cncc1Cl,21,4,-1,-0.6,-5,-1,-6,0
CCC(C)(C)C1CCc2c(sc(N)c2C#N)C1 (stereo unspecified),-54,3,9,-0.6,2,-22,-4,2
Cc1cc(=O)n2c([nH]c3ccccc32)c1C#N,31,2,20,0.2,4,1,-7,85*
CSC(=S)N(C)NC(=O)Nc1cccc(C(F)(F)F)c1,-4,-14,0,-0.3,-4,3,-7,-2
O=C(Nc1ccccc1Sc1ncc([N+](=O)[O-])cc1C(F)(F)F)c1ccccc1,30,31,8,-1.1,0,30,-1,-6
O=C(Nc1ccc(OC(F)(F)F)cc1)c1ccc(S(=O)(=O)N2CCOCC2)o1,-2,-14,1,-1.0,-4,-16,-5,-4
COc1ccc(OCCNC(=O)NS(=O)(=O)c2ccc(C)cc2)cc1,-20,17,-1,·,-3,3,-12,3
N=c1scc(-c2ccc(Cl)cc2)n1-c1ccccc1N1CCOCC1,-26,17,0,-1.1,7,5,-6,1
COc1ccc(OCC(F)(F)F)c(C(=O)Nc2ccc(Cl)cc2)c1,-25,-5,0,-0.7,4,-8,-3,4
NS(=O)(=O)/C=C/c1ccccc1,-12,15,-2,-0.9,-1,8,-8,2
O=C(Nc1cccnc1)c1ccc(CSc2ccc(Cl)cc2)o1,-29,-8,-6,-1.0,2,11,-5,5
Cc1ccc(NS(=O)(=O)c2ccc(Cl)cc2)c(N)c1,63,-14,-8,-0.4,-4,-15,-7,9
O=S(=O)(NCCc1ccccn1)c1ccc(-c2ccon2)s1,-18,-20,2,-0.3,3,11,-8,3
CNc1nc(C23CC4CC(CC(C4)C2)C3)ns1,-7,3,5,-0.6,-9,-2,-8,-5

Ordered by SMILES length (descending): 3 of the compounds above.
mol,Nox1 inhibitor,OPRK1 antag MB,PME-1 Maybr inh,NOTCH ag,TLR4-MyD88 inh,S1P1 agonist,rat GALR2 ag,luminol inh ctr
O=C(Nc1ccccc1Sc1ncc([N+](=O)[O-])cc1C(F)(F)F)c1ccccc1,30,31,8,-1.1,0,30,-1,-6
O=C(Nc1ccc(OC(F)(F)F)cc1)c1ccc(S(=O)(=O)N2CCOCC2)o1,-2,-14,1,-1.0,-4,-16,-5,-4
N=c1scc(-c2ccc(Cl)cc2)n1-c1ccccc1N1CCOCC1,-26,17,0,-1.1,7,5,-6,1

Later entries
mol,Nox1 inhibitor,OPRK1 antag MB,PME-1 Maybr inh,NOTCH ag,TLR4-MyD88 inh,S1P1 agonist,rat GALR2 ag,luminol inh ctr
CC(=O)N1CCc2cc(NC(=S)Nc3ccccc3Cl)ccc21,12,16,-1,0.0,2,-10,-3,-17
O=C(NCCSCc1ccc2nonc2c1)c1ccc(Cl)cc1Cl,14,0,12,-0.3,-2,15,-4,-5
Nc1nc(NCc2ccccn2)n[nH]1,90*,12,0,0.0,10,6,-4,2
Cc1cc(=O)[nH]c(C(C)C)n1,-33,-7,-4,0.1,3,19,-3,3
O=C1C=C(c2ccccc2)C(=O)C=C1Cl,33,2,-4,-0.1,-5,-10,-4,0
COC(=O)c1cc(-n2cccc2)ccc1N1CCOCC1,-59,11,5,-0.7,1,13,-6,5
Cc1ccc(C(=O)CC#N)cc1,-22,-15,-5,0.2,-5,-24,-6,3
N#C/C(=C\c1ccccc1Cl)c1cccc(Cl)c1,-92,-4,-8,·,6,16,-9,4
Nc1ccc([N+](=O)[O-])cc1C(=O)NNC(=O)c1ccco1,-28,5,0,-0.2,0,-9,-2,12
O=C(c1cc2ccccc2s1)N1CCCN(c2nc3ccc(Cl)cc3s2)CC1,17,-21,-6,-0.5,-12,25,-7,2
Fc1ccc2nc(-c3ccc(Cl)c(Cl)c3)cnc2c1,15,-20,2,-0.2,-15,-2,0,-1
Clc1ccc(-n2nnnc2-c2cnoc2-c2cccs2)cc1,-39,-3,2,-0.1,14,-14,-1,-1
Cc1cc(C(=O)N2CCC(C(=O)O)CC2)c(C(F)(F)F)o1,-31,2,3,0.1,-3,-16,-3,-6
Cc1nn(C)c2sc(C(=O)NCc3ccc(N4CCN(C)CC4)cc3)cc12,-38,4,-3,-0.5,12,79,-1,4
CCOC(=O)c1c(NC(=O)Nc2ccc(Cl)cc2)sc(C)c1-c1ccccc1,-20,22,2,·,2,-9,-7,-4
c1ccc2c(c1)CC/C2=N\NC1=NCCN1,13,-2,7,-0.1,·,4,-7,1
CCOc1cc(-c2cccs2)nc(N)n1,-22,-23,0,·,2,-17,-7,2
CC(C)(C)c1cc2nc(C(F)(F)F)cc(N/N=C/c3ccc(Cl)cc3)n2n1,-14,0,-3,-0.6,-3,-6,-5,1
N#Cc1cccc2c(Oc3ccccc3)cc(C(F)(F)F)nc12,5,-13,-3,-0.7,-8,42,-6,3
COc1ccc(OCC(O)CNC(=O)c2c(-c3ccccc3)noc2C)cc1 (stereo unspecified),-14,5,1,-0.5,6,-5,-7,0
COc1ccc(-c2nc(-c3cccc([N+](=O)[O-])c3)cs2)cc1,0,-14,-3,3.3*,-6,-4,-5,2
O=C1c2ccccc2C(=O)c2sccc21,-125,26,3,0.1,9,-16,-8,0
O=C(Nc1ccccc1)Nc1ccccc1C(=O)NC1CCSC1 (stereo unspecified),-11,-6,10,0.0,3,-1,-5,-6
C/C(=N\NC(=S)NC(C)(C)C)c1ccc(OCc2ncc(C(F)(F)F)cc2Cl)cc1,15,-6,0,-0.1,8,-11,-3,-2
Brc1cn[nH]c1/C=N/Nc1nc(-c2ccccc2)cs1,23,8,-3,-0.7,2,22,-5,0
CSC(=NS(=O)(=O)c1cc(Cl)sc1Cl)SC,33,9,5,0.1,3,-12,-4,-2
Cc1cc(-n2c(=S)[nH]c3sc(C)c(C)c3c2=O)n(-c2ccccc2)n1,-43,-11,2,-0.4,1,-7,-3,0
N#C/C(NCc1cccs1)=C(\C#N)NCc1c(F)cccc1Cl,-14,2,2,-0.2,5,37,-9,4
COc1ccc2c(c1)CCc1c-2nc2ccccc2c1N1CCOCC1,-17,-23,10,-0.7,-9,-14,-7,-7
Cc1csc2sc(COC(=O)Nc3ccccc3)c(C)c12,-17,-8,-2,1.0,-5,-39,-7,-2
Cc1cc(NC(=O)CSc2nc3ccccc3[nH]2)n(-c2ccccc2)n1,8,-18,-24,-0.6,0,-11,-7,-8
COc1ccc(S(=O)(=O)NNC(=O)c2cc(C)n(C(C)(C)C)n2)cc1OC,38,-1,7,-0.8,-9,-1,-6,49
CSC1=NCCCN1C(=O)c1nn(-c2ccccc2)nc1C,9,13,3,0.9,-19,-11,-8,-6
COc1ccc(NC(=O)Nc2cccc(Cl)c2Cl)c(OC)n1,-24,-7,3,-0.5,-2,-19,13,5
O=S(=O)(NCCSCc1c(F)cccc1Cl)c1cccc(C(F)(F)F)c1,-89,-6,-9,-0.9,10,3,-12,3
N#C/C(=C\c1ccccc1)c1nc2ccccc2[nH]1,-18,-11,-4,-0.2,1,5,-9,-2
O=[N+]([O-])c1cc(/C=N/Nc2ccccn2)cs1,5,-4,5,-0.3,2,-12,-8,11
CO/N=C1\CC(C)(C)Cc2c(-c3ccn(C(C)=O)n3)sc(SC)c21,10,2,19,-0.8,1,6,-4,-7
FC(F)(F)COc1ccc(OCC(F)(F)F)c(-c2ccn[nH]2)c1,-38,4,3,-0.1,-6,-7,-9,2
CC(C)Sc1cc(C#N)c2cc(Br)ccc2n1,-24,-1,-2,-0.3,0,-26,-5,-3
N#C/C(=C\c1csc([N+](=O)[O-])c1)S(=O)(=O)c1ccc(Cl)cc1,-18,6,3,-5.3,-9,2,-4,-1
Cn1cc(Cl)c(-c2nc(-c3ccc(Cl)cc3)cs2)n1,-16,-8,-3,-0.8,-15,6,-11,-7

Single records (already shown). Order of values: Nox1 inhibitor, OPRK1 antag MB, PME-1 Maybr inh, NOTCH ag, TLR4-MyD88 inh, S1P1 agonist, rat GALR2 ag, luminol inh ctr
N#C/C(=C\c1csc([N+](=O)[O-])c1)S(=O)(=O)c1ccc(Cl)cc1 across the screens: -18, 6, 3, -5.3, -9, 2, -4, -1
CO/N=C1\CC(C)(C)Cc2c(-c3ccn(C(C)=O)n3)sc(SC)c21 across the screens: 10, 2, 19, -0.8, 1, 6, -4, -7

Screening results deposited in PubChem by The Scripps Research Institute Molecular Screening Center.

Outcome played no part in choosing rows (roughly 4.7% active in at least one column).
